Bioassay records: PubChem BioAssay, several laboratories
HSP90 refold inh = blocks HSP90-mediated luciferase refolding in reticulocyte lysate; Rabbit reticulocyte lysate, luciferase refolding luminescence, 3 h; inhibition, % at 5.6 µM; 0.91% of 290,000 active; AID 1789;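 active means inhibition above the screen-wide mean plus 3 SD, computed separately per campaign, cut at about 16% in these data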;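 further: 0% = DMSO wells and 100% = 60 µM geldanamycin wells; inhibitors lower the luminescence because luciferase stays unfolded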
HSF1 inh = HSF1 inhibition; AID 2098; activity change, negative = inhibition, % at 7.5 µM (by protocol); 0.77% of 300,000 active; NIH3T3-HGL HSE-luciferase, MG132-induced, luminescence 8 h; active compounds read low;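 active means more than half of replicate wells show activity change below -50%, luminescence cut by over half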;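 further: luciferase reports HSF-1 transcriptional activity via heat shock element; 0% = median of DMSO wells and -100% = zero luminescence signal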
GSK3A inh = human GSK-3 alpha kinase inhibition; P49840; ADP-Glo luminescence, 60 min; inhibition, % at 10 µM; 0.1% of 320,000 active; AID 2650;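 in the data active means inhibition above about 50%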;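 further: GST-tagged GSK-3 alpha with peptide substrate and 25 µM ATP; 0% = DMSO neutral wells and 100% = GW8510 positive control wells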
Target sequence (P49840 whole entry, looked up): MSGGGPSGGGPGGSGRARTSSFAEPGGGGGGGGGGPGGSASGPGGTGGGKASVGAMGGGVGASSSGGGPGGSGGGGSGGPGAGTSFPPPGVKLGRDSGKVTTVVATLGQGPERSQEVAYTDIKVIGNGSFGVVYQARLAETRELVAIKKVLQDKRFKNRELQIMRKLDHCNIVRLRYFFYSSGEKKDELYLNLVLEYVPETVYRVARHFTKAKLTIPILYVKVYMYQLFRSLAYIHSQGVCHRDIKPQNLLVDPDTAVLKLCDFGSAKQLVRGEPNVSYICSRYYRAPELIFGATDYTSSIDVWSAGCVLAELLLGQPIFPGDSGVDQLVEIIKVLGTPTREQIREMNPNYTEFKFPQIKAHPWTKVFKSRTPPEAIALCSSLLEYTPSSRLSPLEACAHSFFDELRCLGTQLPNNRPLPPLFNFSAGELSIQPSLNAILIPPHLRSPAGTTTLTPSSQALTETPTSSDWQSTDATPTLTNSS
KLF5 inhibitor = inhibitors of KLF5 expression | DLD-1 KLF5 promoter-luciferase reporter, luminescence | 0.23% of 290,000 active | inhibition, % at 5 µM;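 active means inhibition above a per-plate limit of that plate's mean compound inhibition plus 3 SD, cut at about 60% in these data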;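 further: 0% = DMSO wells and 100% = LY294002 at 200 µM; higher means less KLF5 promoter-driven luciferase light; inactives centre near -14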
DYRK1A inh = inhibitors of rat Dyrk1A kinase; ADP-Glo luminescence, NFATc1 peptide; 0.43% of 310,000 active; inhibition, % at 12.5 µM; in the data active means inhibition above about 50%;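 further: plate controls were vehicle with enzyme for no effect and no enzyme for full effect; many of its hits are not listed in these tables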
HSF1 activator = increases HSF-1 driven luciferase reporter signal | NIH3T3-HGL HSF-1 luciferase reporter, MG132, 8 h; 100% = twice DMSO control signal | activation, % at 9 µM | 1.7% of 300,000 active;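 active means mean replicate activation of at least 50% with a set share of replicates each reaching 50%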;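 further: 0% = median of the neutral control wells and 100% = twice that signal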
aSyn 5UTR inh = 5' untranslated region of α-synuclein, MLPCN primary screen | alpha-synuclein 5'UTR reporter, inhibitor activity | inhibition, % (tested at 7.5 µM) | 0.82% of 300,000 active; in the data active means inhibition above about 60%;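 further: H4 neuroglioblastoma cells stably carrying SNCA 5'UTR luciferase fusion; 0% = DMSO wells and 100% = positive control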
IEC-6 tox = IEC-6 cytotoxicity, counter-screen for KLF5 inhibitors; inhibition, % at 5 µM; luminescence viability; 0.78% of 290,000 active; AID 1825; in the data active means inhibition above about 22%;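 further: 0% = plate median of test compound wells and 100% = cytotoxic reference compound wells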
Platelet DG rel = modulates dense granule release in human platelets; AID 1663; inhibition, %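 (compounds screened at 7.5 µM in platelet-rich plasma)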; 0.22% of 300,000 active; human platelet-rich plasma, SFLLRN dense granule ATP release, luminescence;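 active means mean replicate score, as percent of positive control, at or above 50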
GSK3B inh = human GSK3beta kinase inhibition; GST-GSK3beta kinase, ADP-Glo luminescence, 60 min; active compounds read low; activity score (negative = inhibition), % at 10 µM; 0.038% of 300,000 active;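 active means more than half of replicate wells score below -50%, meaning over 50% inhibition versus plate controls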;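 further: 0% = median DMSO wells and -100% = median GW8510 positive control wells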
Target sequence (P49841 whole entry, looked up): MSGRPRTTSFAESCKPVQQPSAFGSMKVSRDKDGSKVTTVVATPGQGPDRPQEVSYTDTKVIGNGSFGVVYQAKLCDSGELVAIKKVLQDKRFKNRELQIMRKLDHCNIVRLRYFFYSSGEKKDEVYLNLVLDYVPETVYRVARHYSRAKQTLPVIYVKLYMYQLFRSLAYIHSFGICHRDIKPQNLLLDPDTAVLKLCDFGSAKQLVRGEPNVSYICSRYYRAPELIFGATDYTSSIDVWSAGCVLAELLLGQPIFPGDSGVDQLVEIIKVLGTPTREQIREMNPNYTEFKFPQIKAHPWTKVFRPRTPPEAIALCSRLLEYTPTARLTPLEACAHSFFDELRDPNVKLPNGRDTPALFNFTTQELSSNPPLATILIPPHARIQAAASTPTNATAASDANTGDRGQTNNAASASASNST
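Assay system: GST-tagged human GSK3beta kinase, cell-free; Input: 1.6 ng GSK3beta; Medium: Tris/MgCl2 kinase buffer; Timing: 60 min enzyme reaction, room temperature; Signal: ADP-Glo luminescence quantifying ADP generated by kinase; Evaluation: score relative to plate controls; Benchmarks: DMSO neutral wells and GW8510 at 20 µM as positive.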
Starred values were filed as active, the others as inactive; nt = not tested or not shown. This is a subset; count on the stated rates, not on these rows.

| molecule | HSP90 refold inh | HSF1 inh | GSK3A inh | KLF5 inhibitor | DYRK1A inh | HSF1 activator | aSyn 5UTR inh | IEC-6 tox | Platelet DG rel | GSK3B inh |
| --- | --- | --- | --- | --- | --- | --- | --- | --- | --- | --- |
| COc1ccc(-n2nnc3c(=O)n(CC(=O)Nc4ccc5c(c4)OCCO5)cnc32)cc1OC | -3 | -1 | -3 | 0 | -4 | -4 | -6 | -10 | 4 | -1 |
| Cn1c(=O)c2[nH]c(CNc3ccc(C(=O)O)cc3)nc2n(C)c1=O | 1 | -5 | 5 | -2 | 1 | -9 | 9 | -1 | -6 | 0 |
| O=C(CC1Sc2ncnn2C1=O)Nc1ccc(Cl)cc1 (stereo unspecified) | 0 | -3 | 0 | -10 | nt | -18 | -17 | 2 | 3 | 1 |
| Cc1csc2nc(O)c(C(=O)NC3CCCCCC3)c(=O)n12 | nt | -1 | -1 | nt | 2 | -11 | 2 | nt | 3 | 1 |
| CC(=O)NC(C)C(c1cccs1)N1CCN(c2ccccc2)CC1 (stereo unspecified) | 2 | -2 | 1 | -28 | -15 | -6 | 24 | -4 | -1 | 3 |
| COc1ccc(OC)c(N/C(=N/C(=S)Nc2ccccc2)Nc2nc(C)cc(C)n2)c1 | -1 | 0 | -1 | -10 | nt | -9 | 23 | -6 | -2 | -3 |
| CCCCOc1ccc(/C(O)=C2/C(=O)C(=O)N(Cc3cccnc3)C2c2ccncc2)c(C)c1 (stereo unspecified) | -3 | 0 | nt | 12 | 4 | -10 | 2 | -10 | -10 | 2 |
| C=CCCc1ccc(C#N)c(SCc2c(C(=O)OCC)c3cc(OC(C)=O)c(Br)cc3n2C)n1 | 0 | 3 | nt | -11 | -7 | 41 | -4 | 1 | -5 | -1 |
| COCCNC(=O)c1c[nH]c2ccc(OC)cc2c1=O | -1 | -2 | -1 | -32 | 5 | 5 | 16 | -1 | -4 | 2 |
| O=C(COc1ccc(Cl)cc1[N+](=O)[O-])N1CCCCC1 | 4 | 7 | 8 | -3 | 5 | 17 | -12 | -3 | -8 | -1 |
| COC(=O)C1CCN(C(=O)COC(=O)CSc2ccc(C(N)=O)cc2[N+](=O)[O-])CC1 | nt | -7 | -1 | nt | -3 | -7 | 7 | nt | 5 | 3 |
| CSc1ccccc1NC(=O)CSc1nnc(Cc2ccccc2)o1 | -2 | 0 | -2 | 3 | 3 | 8 | -14 | -1 | -1 | 2 |
| S=C1NCN(C2CCCCC2)CN1Cc1ccccc1 | -2 | 0 | -1 | -21 | 0 | 8 | 12 | -3 | 7 | 3 |
| CCCc1nn2c(=O)c(C(c3ccc(C)cc3)c3c(O)nc4sc(CCC)nn4c3=O)c(O)nc2s1 | 3 | -1 | -1 | 4 | 6 | -19 | -2 | -3 | -2 | 1 |
| CCN(CC)C(=O)CSc1nc2cc3c(cc2c(=O)n1Cc1ccco1)OCO3 | -1 | -8 | -1 | -7 | 2 | -6 | -8 | -1 | -2 | -3 |
| C/C(=N\Nc1nc(N2CCCCC2)nc(N2CCOCC2)n1)c1cccs1 | 0 | -2 | 0 | 8 | -1 | -6 | -23 | -6 | 4 | 4 |
| Cc1ccc(N2CC(C(=O)OCc3ccccc3F)CC2=O)cc1 (stereo unspecified) | 2 | 3 | -2 | -11 | -2 | -24 | 3 | 5 | 2 | 0 |
| Cc1cc(/C=C2\SC(=O)NC2=O)c(C)n1-c1ccc(N(C)C)cc1 | 2 | -7 | -1 | -58 | 1 | -14 | -28 | -7 | 3 | -5 |
| CCOC(=O)CSc1cc(CS(=O)c2ccc(Cl)cc2)nc(-c2ccccc2)n1 (stereo unspecified) | 0 | 29 | -2 | -28 | -7 | 46 | -5 | -2 | 9 | 0 |
| CS(=O)(=O)Cc1ccc(C(=O)N2CCCC2c2cccs2)cc1 (stereo unspecified) | -1 | 5 | 2 | 8 | 4 | 7 | 9 | 1 | -46 | -1 |
| Cn1c(=S)[nH]c2[nH]c(=O)cnc2c1=O | -1 | -9 | -2 | -1 | 0 | -20 | 16 | 6 | 1 | 3 |
| Cc1ccc(S(=O)(=O)NCCC(=O)Nc2cccc(S(N)(=O)=O)c2)cc1C | 3 | -4 | -3 | -13 | 3 | 0 | -16 | 3 | 1 | 3 |
| CC(NC(=O)C1CCC(=O)N1Cc1ccccc1Cl)c1ccccc1 (stereo unspecified) | -3 | -3 | -1 | -25 | -2 | 7 | 15 | -2 | -6 | -2 |
| Cc1occc1C(=O)N/N=C/c1cccnc1 | -1 | 6 | 2 | -75 | 6 | 37 | -39 | 1 | 30 | 0 |
| O=C(NN=C1C2CC3CC(C2)CC1C3)c1ccccc1O | 7 | -3 | -1 | -38 | -5 | -17 | -4 | -7 | -1 | 2 |
| COc1ncnc2c1NC(=O)CS2 | -3 | -17 | 1 | -15 | -1 | -7 | 6 | -5 | -1 | -5 |
| Cc1cccc(NC(=O)CSc2cccc3cccnc23)c1 | 3 | -4 | -3 | -10 | -6 | 17 | -8 | -4 | -2 | -2 |
| COC(=O)c1ccc(-n2nc(C(F)(F)F)c3c2-c2ccoc2CC3)cc1 | -2 | 3 | -12 | -26 | 1 | 5 | -3 | -3 | -1 | 2 |
| O=C(NCc1ccco1)c1cc([N+](=O)[O-])ccc1N1CCCCC1 | -1 | 4 | nt | -32 | 3 | 1 | 2 | 3 | 8 | -1 |
| CCNC(=O)COC(=O)c1cccc(Br)c1 | -2 | -9 | -3 | -32 | -7 | 1 | -11 | -8 | -4 | 2 |
| CSc1ccccc1OCc1cc(C(=O)N2CCc3[nH]cnc3C2c2ccccn2)no1 (stereo unspecified) | 3 | -2 | 0 | -11 | 0 | 3 | -4 | -2 | -15 | 2 |
| CC(C)CNC(=O)c1cccc(NC(=O)CSc2ccccc2)c1 | 0 | -6 | -4 | -4 | -3 | 5 | 6 | -3 | 0 | -1 |
| Cc1noc(C)c1COC(=O)C(c1ccccc1)c1ccccc1 | 4 | 17 | 1 | -34 | -4 | 36 | -6 | 3 | 1 | -4 |
| CCSc1nnc(NC(=O)c2ccc3c(c2)OCO3)s1 | 2 | 8 | -2 | -80 | -2 | 30 | -94 | -5 | 1 | -2 |
| O=C(COc1ccc(Cl)cc1[N+](=O)[O-])N1CCCCCC1 | 1 | 1 | 1 | -19 | 0 | -19 | 4 | 2 | 9 | 2 |
| Cc1c(NC(=S)NC(=O)Cc2ccccc2)cccc1C(=O)O | 2 | -35 | -1 | -7 | -7 | -43 | -79 | -4 | -7 | 2 |
| COc1cccc(/C(O)=C2/C(=O)C(=O)N(CCCN3CCOCC3)C2c2ccncc2)c1 (stereo unspecified) | -2 | 5 | 0 | -3 | 5 | 32 | 6 | -4 | 3 | -6 |
| O=C(CC1CC2CCC1C2)NC1CCCCCCC1 (stereo unspecified) | -5 | 16 | 1 | -85 | 4 | -11 | -47 | 4 | 6 | -1 |
| N#CCC(=O)Nc1ccc(C(=O)Nc2cccnc2)cc1 | 4 | 5 | 0 | 11 | 0 | 0 | 27 | -3 | 5 | -3 |
| Cc1cccc(Nc2nc(N)nc(CN3CCN(C)CC3)n2)c1 | -3 | -10 | 2 | -16 | 2 | -8 | 6 | -2 | 6 | 2 |
| CCCNC(=O)COC(=O)c1ccccc1OCC(=O)Nc1ccc(Br)cc1 | -3 | 5 | 3 | -10 | 8 | -2 | -16 | -4 | -2 | 6 |
| Cc1ccc(NC(=O)COc2ncnc3sccc23)cc1S(=O)(=O)N(C)C | -2 | -7 | 0 | -22 | 0 | -9 | 2 | -6 | -3 | -3 |
| CCC(C)[C@H](NC(=O)OC(C)(C)C)C(=O)N/N=C/c1cccc2nccnc12 (stereo partly specified) | 6 | 2 | -1 | 4 | -4 | -4 | 10 | 7 | -8 | -4 |
| c1ccc(CN2CCN(Cc3nnc(-c4ccccc4)o3)CC2)cc1 | 3 | 2 | -3 | -6 | nt | 3 | -11 | -6 | 14 | 4 |
| COc1ccc(N2CC(NC(=O)N(C)CCC#N)CC2=O)cc1 (stereo unspecified) | -11 | 5 | -3 | -28 | -8 | -18 | -4 | -4 | 0 | -5 |
| CCOC(=O)C1CCN(S(=O)(=O)c2csc(C(N)=O)c2)CC1 | 1 | -1 | 6 | -33 | -6 | 8 | -9 | 2 | 3 | -1 |
| Cc1ccc(-n2c(SCC(=O)N/N=C/c3ccccc3OCC(=O)O)nc3ccccc3c2=O)cc1 | 0 | 3 | -4 | -5 | 2 | 17 | 2 | -1 | -22 | 0 |
| O=C(OCC(=O)N1CCc2ccccc21)c1ccccc1F | -1 | 17 | -2 | -4 | -6 | 28 | 21 | 5 | 20 | -9 |
| Cc1cc(SCC(=O)Nc2cccc(S(N)(=O)=O)c2)c(C)cc1Br | 2 | 10 | -1 | -12 | 5 | 8 | 30 | 3 | -5 | -1 |
| O=C(Nc1ccccc1Cc1ccccc1)c1oc2ccccc2c1COc1ccccc1 | 5 | -23 | -1 | -5 | -3 | -13 | 11 | -2 | -4 | 0 |

Additional compounds
| molecule | HSP90 refold inh | HSF1 inh | GSK3A inh | KLF5 inhibitor | DYRK1A inh | HSF1 activator | aSyn 5UTR inh | IEC-6 tox | Platelet DG rel | GSK3B inh |
| --- | --- | --- | --- | --- | --- | --- | --- | --- | --- | --- |
| COCCNC(=O)c1cc(-c2cccs2)on1 | 3 | 5 | 0 | -73 | 1 | 17 | -289 | -8 | 25 | 2 |
| Cc1cc2ccccc2c(=O)n1CC(=O)NCC1COc2ccccc2O1 (stereo unspecified) | 0 | 3 | -4 | 0 | -20 | 9 | 4 | -2 | 1 | 2 |
| Cc1ccnc2nc(C(=O)Nc3nnc(-c4ccccc4)o3)nn12 | -4 | 0 | -1 | 7 | 1 | 10 | -72 | -8 | -3 | 3 |
| O=C(N/N=C/C=C\c1cccc([N+](=O)[O-])c1)c1cccnc1 | -1 | 3 | 3 | -16 | nt | 13 | -3 | 7 | -1 | 0 |
| COc1ccc(NC(=S)Nc2cccc([N+](=O)[O-])c2)cc1 | 2 | 9 | -2 | -19 | 13 | 23 | -36 | 4 | -4 | 2 |
| Cc1ccc(CNC(=O)CCS(=O)(=O)c2ccc3c(c2)oc(=O)n3C)cc1 | 2 | 3 | 0 | 6 | -2 | -7 | 11 | 4 | 4 | 0 |
| COc1ccc(C(=O)CN2CCN(c3ccc(F)cc3)CC2)cc1 | -3 | 5 | 4 | -11 | -3 | 4 | 2 | -7 | 7 | -2 |
| COC(OC)C1(C)C(C#N)=C(N)Oc2c1c(=O)oc1ccccc21 (stereo unspecified) | 2 | -8 | -1 | -5 | -1 | 0 | 2 | -3 | 6 | 0 |
| O=C(C1CC(c2cccc(Br)c2)=NO1)N1CCc2ccccc2C1 (stereo unspecified) | 3 | -3 | -3 | 8 | -4 | 0 | 2 | 2 | -5 | 1 |
| CCC(CC)C(=O)Nc1c2cnn(-c3ccccc3)c2nc(=O)n1-c1ccccc1 | -1 | nt | 2 | -17 | -8 | nt | -2 | 0 | 3 | 2 |
| COc1ccc(CC(CC(=O)O)C(=O)Nc2ccc(OC)cc2)cc1 (stereo unspecified) | -4 | 0 | 5 | -8 | 2 | 19 | 11 | -3 | 1 | 2 |
| C#CCNC(=O)C1=C[C@@H](c2cn(C(C)=O)c3ccccc23)C[C@@H](OCCCCO)O1 | 5 | 0 | -2 | -4 | 2 | 11 | 10 | -10 | 6 | -1 |
